AddAB inh = growth inhibition of E. coli expressing H. pylori AddAB, primary screen, AddAB inhibitor project, absorbance; 0.29% of 330,000 active; AID 435030, 2010; inhibition, % at 11.9 µM; in the data active = inhibition above about 12%;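 also: 0% = vehicle wells of infected cells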
PKA-R2B activ = activators of PKA-R2B holoenzyme, primary screen, biochemical, fluorescence polarization, Cy5-IP20, human. cAMP-dependent protein kinase catalytic subunit beta (Homo sapiens) + cAMP-dependent …. activation, % at 11.4 µM. PKA-R2B holoenzyme dissociation; R2B truncated from residue 108, S112A mutant; 0% DMSO only, 100% 113 µM cGMP. 0.079% of 340,000 active;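 active = activation above a cutoff set at the mean over all compounds plus 3 SD, cut at about 18% in these data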;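 also: higher means more holoenzyme dissociation and a rise in polarization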
Target sequence (P31323 whole entry, looked up, other chains not shown, the tested form may be a part): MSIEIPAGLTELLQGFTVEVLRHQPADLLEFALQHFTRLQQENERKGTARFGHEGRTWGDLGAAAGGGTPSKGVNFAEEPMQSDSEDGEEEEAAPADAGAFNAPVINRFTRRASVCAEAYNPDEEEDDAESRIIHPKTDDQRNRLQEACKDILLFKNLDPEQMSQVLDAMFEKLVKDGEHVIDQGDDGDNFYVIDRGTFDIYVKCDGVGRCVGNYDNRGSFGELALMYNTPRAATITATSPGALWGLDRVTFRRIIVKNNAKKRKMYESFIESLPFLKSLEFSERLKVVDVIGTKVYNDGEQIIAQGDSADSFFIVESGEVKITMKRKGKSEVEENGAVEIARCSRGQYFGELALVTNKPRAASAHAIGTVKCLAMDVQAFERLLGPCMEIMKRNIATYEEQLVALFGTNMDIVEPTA
HTR5A inv ctr = HTR5A inverse agonists in luminescence cell assay, primary screen, counter-screen for OPRM1-OPRD1 heterodimer inverse agonist project, full-deck HTS; 0.083% of 340,000 active; inhibition, % at 9.3 µM; 5-hydroxytryptamine receptor 5A (Homo sapiens), P47898; HTR5A cell line, inverse agonism; AID 504634, 2011; in the data active = inhibition mostly above about 23%, no sharp cut-off; inactive = mostly below about 18%;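 also: 0% = cells with DMSO and 100% = no-cell wells with DMSO; some compounds called inactive have numbers as strong as hits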
Target sequence (P47898 whole entry, looked up): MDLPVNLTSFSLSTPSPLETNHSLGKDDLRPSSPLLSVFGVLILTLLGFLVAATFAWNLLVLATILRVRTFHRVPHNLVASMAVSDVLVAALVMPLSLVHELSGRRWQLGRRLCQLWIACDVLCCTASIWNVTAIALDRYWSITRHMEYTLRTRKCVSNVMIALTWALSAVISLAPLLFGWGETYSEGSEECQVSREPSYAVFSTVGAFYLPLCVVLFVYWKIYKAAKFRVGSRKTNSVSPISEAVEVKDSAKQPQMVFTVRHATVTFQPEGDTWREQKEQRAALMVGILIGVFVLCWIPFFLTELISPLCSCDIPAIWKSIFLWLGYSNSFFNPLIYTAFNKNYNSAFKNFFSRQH
E coli growth = E. coli V3065 growth inhibition, primary screen, counter-screen for AddAB inhibitor project, absorbance, OD600; 0.27% of 330,000 active; AID 449728, 2010; 18 h; inhibition, % at 11.9 µM;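 active = inhibition above the campaign's mean inhibition across all tested compounds plus 3 SD, cut at about 9.9% in these data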;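 also: uninfected addAB+ strain grown without phage in ampicillin broth; 0% = DMSO wells and 100% = ciprofloxacin 0.95 µg/ml wells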
PfHsp90 yeast 2 = growth inhibition of PfHsp90-expressing yeast, primary screen, antimalarial PfHsp90 inhibitor project, S. cerevisiae, BacTiter-Glo luminescence, single point, set 2; 0.32% of 310,000 active; inhibition, % at 9.4 µM; AID 504621, 2011; BacTiter-Glo ATP, 48 h; yeast lacking PDR1 and PDR3 efflux regulators;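 active = every replicate shows inhibition above about 80%, whatever the replicate mean, limit read from the data; inconclusive = mean inhibition reaches the set limit but some replicate falls short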;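 also: 0% = DMSO neutral controls and 100% = 20 µM radicicol positive controls; yeast relying on Plasmodium falciparum Hsp90 in place of its own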
OPRM1-OPRD1 ag = agonists of OPRM1-OPRD1 heterodimerization, primary screen, cell-based, luminescence; cells; AID 504326, 2011; activation, % at 9.3 µM; 0.3% of 340,000 active; Mu-type opioid receptor (Homo sapiens) + Delta-type opioid receptor (Homo sapiens), …; in the data active = activation above about 18%;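 also: 0% = vehicle-treated cells and 100% = reference agonist; values of inactives mirror those of a sister screen read the other way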
OPRM1-OPRD1 inv = inverse agonists of MOR-DOR heterodimerization, primary screen, cell-based, luminescence; Mu-type opioid receptor (Homo sapiens) + Delta-type opioid receptor (Homo sapiens), …; cell-based MOR-DOR heterodimer luminescence, inverse agonism; 0.21% of 340,000 active; inhibition, % at 9.3 µM; in the data active = inhibition above about 22%, passing the limit was not always enough;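 also: 0% = cells with DMSO and 100% = wells without cells with DMSO; values of inactives mirror those of a sister screen read the other way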
phage Ecoli inh = growth loss of phage-infected E. coli, primary screen, RecBCD inhibitor project, absorbance, with phage, HTS | inhibition, % at 11.9 µM | 0.26% of 360,000 active | AID 651602, 2012; in the data active = inhibition above about 11%
PKA-R1A act = activators of PKA-R1A holoenzyme, primary screen, biochemical, fluorescence polarization, Cy5-IP20, bovine R1A, mouse PKAc; PKA-R1A dissociation; scaled: DMSO 0%, 113 µM cGMP 100%; AID 504707, 2011; cAMP-dependent protein kinase type I-alpha regulatory subunit (Bos taurus) + …; 0.083% of 340,000 active; activation, % at 11.4 µM;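 active = percent activation above the mean of all tested compounds plus 3 SD, cut at about 19% in these data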;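 also: higher means more PKAc released from R1A so a rise in polarization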
Tat export inh = E. coli Tat export inhibitors, primary screen, MC4100, TorA-mCherry reporter, fluorescence, single point; inhibition, % at 10 µM; 0.036% of 340,000 active; AID 488895, 2010;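 active = mean replicate inhibition at least 50% and at least half of replicates individually reaching 50%; inconclusive = only one of the two criteria met; inactive = neither criterion met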;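 also: exported cargo escapes ClpAP degradation while cytoplasmic cargo is degraded and loses fluorescence; 0% = median of neutral control wells and 100% = median of NaSCN control wells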
Mot1-301 SUMO = yeast Mot1-301 growth rescue at high temperature, primary screen, SUMOylation pathway inhibitor project, S. cerevisiae, ATP luminescence, 38.5C; S. cerevisiae Mot1-301 growth rescue; percent above DMSO median, 100 means doubled; growth rescue, % at 18.8 µM; 1% of 320,000 active; AID 2716, 2010;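 active = every valid replicate shows activation above 250% relative to neutral control wells; inactive = the rest, any valid replicate at or below 250%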;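 also: OY570 slx delta 5 strain wells were the positive control but not used for scaling; some compounds called inactive have numbers as strong as hits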
* marks the source's active call; other numbers are inactive results; ? = inconclusive; . = no result given.

The line under a structure holds: AddAB inh, PKA-R2B activ, HTR5A inv ctr, E coli growth, PfHsp90 yeast 2, OPRM1-OPRD1 ag, OPRM1-OPRD1 inv, phage Ecoli inh, PKA-R1A act, Tat export inh, Mot1-301 SUMO
1: CC(NC(=O)c1cc2c(s1)CS(=O)(=O)C2)c1ccccc1 (stereo not drawn)
 : 5.4, -2, 14, -1.0, 0, 0.6, -3, 2.4, 3, 2, 12
2: Cc1c(Cl)cccc1NC(=O)CN1CCC(NC(=O)C2CCCCC2)CC1
 : 0.5, -3, -2, -1.5, -12, -1.1, 7, -0.2, 1, 10, -11
3: CC(C)N(Cc1cn(C)nc1-c1cccc(Cl)c1)Cc1nccn1C
 : 0.0, 2, -8, -0.2, -2, 1.0, -5, 1.4, -8, -4, 6
4: CCn1nnnc1-c1ccc(OC)c(S(=O)(=O)NCCc2ccccc2)c1
 : 0.0, -6, 0, -0.7, 1, -2.7, 13, 4.4, 1, 6, 103
5: O=C(Nc1ccc(NC(=O)C2CCCCC2)nc1)c1cccc(F)c1
 : ., -7, 17, ., 6, 0.6, -4, 1.2, 2, 5, .
6: Cc1ccccc1C(=O)NC(NC(=S)Nc1ccc(S(N)(=O)=O)cc1)C(Cl)(Cl)Cl (stereo not drawn)
 : 2.6, 1, 3, 0.6, -13, 2.5, -16, 4.0, -11, -12, -4
7: O=C(NCCN1CCOCC1)c1ccc(Cl)c(Cl)c1
 : 5.3, -20, 19, -0.2, -9, -1.8, 10, 1.1, -8, 0, 11
8: CN(CC(=O)Nc1ccc(Cl)cc1)CC(=O)Nc1ccc(C(N)=O)cc1
 : 3.8, 7, 11, 1.6, -49, -4.1, 19, 5.5, 4, -5, .
9: CC(C(N)=O)N1C(=O)c2cccc3cccc1c23 (stereo not drawn)
 : 4.8, -3, -6, 1.8, -5, -2.6, 14, 3.0, 4, 8, -16
10: COCCn1nnnc1CN(CCc1ccccc1)Cc1cc2ccc(C)cc2[nH]c1=O
 : 0.1, -12, -24, 0.7, -10, -3.7, 20, 0.7, 1, 9, 3
11: CCCc1ccc(S(=O)(=O)N/N=C(/C)c2ccc3c(c2)OCO3)cc1
 : ., 7, -3, ., -17, 3.7, -19, 0.9, -11, 15, 6
12: COc1ccc(-c2c(C#Cc3ccsc3)c3cc(-c4ccc(OC)c(F)c4)ccc3n2C)cc1
 : 2.4, -9, -16, -0.8, -7, -2.3, 13, 2.4, -5, 2, 10
13: CC(=O)c1cccc(-n2c(CCC(=O)O)ccc2-c2ccc(C)cc2)c1
 : 0.8, 9, 3, -3.3, -11, -0.1, 0, ., 1, 3, -4
14: O=C(NCCOC(=O)c1ccccc1)c1ccccc1
 : 1.5, -10, -5, 0.5, -2, -1.3, 7, 1.2, 0, -5, -3
15: COCC(=O)Nc1ccc(Br)c(C)c1
 : 0.6, -16, -5, 1.9, -19, -2.7, 14, 0.5, -9, -2, -6
16: CN(C)c1cccc(NC(=O)CCc2ccccc2)c1
 : 3.5, -2, -29, -3.9, -6, 16, -67, 0.5, -6, 5, 20
17: Cc1ccc(S(=O)(=O)NC(=O)Nc2nc(-c3ccc(F)c(F)c3)cs2)cc1
 : 1.8, -2, 13, 2.7, 5, -2.5, 13, 2.0, 1, 2, 37
18: Cc1cc(C)nc(SCc2nnc(SCC(=O)Nc3nccs3)n2Cc2ccco2)n1
 : -0.9, -20, -12, 2.8, -20, -0.5, 3, 1.7, 5, -8, 4
19: COc1ccccc1NC(=O)CSc1nc2nccnc2c(=O)n1Cc1cccs1
 : 0.4, -4, -15, -0.8, -16, -1.9, 9, -1.4, -10, 0, 12
20: COc1ccccc1N1CCN(C(=O)CCCn2nc(C)c([N+](=O)[O-])c2C)CC1
 : 0.3, -9, 2, 1.1, 8, 0.1, -1, -2.1, 8, 7, -9
21: O=C(c1cc([N+](=O)[O-])ccc1N1CCCCC1)N1CCc2ccccc21
 : 0.3, -7, 1, -0.3, -28, -3.4, 22, -0.7, 1, 2, 11
22: O=C(Nc1ccc(Cl)c(C(F)(F)F)c1)N1CCCC(O)C1 (stereo not drawn)
 : -0.2, -7, 7, 2.4, -23, -0.5, 3, 3.0, -1, 1, -4
23: CN(c1ccc(O)cc1)c1nc(-c2cccs2)cs1
 : -0.2, -2, 1, 1.3, -2, 11, -49, 7.0, -10, 3, -3
24: COc1ccc(NS(=O)(=O)c2cc(NC(=O)CCc3ccc(OC)c(OC)c3)ccc2N2CCOCC2)cc1
 : ., -16, 8, ., ., -1.2, 5, 1.0, -4, ?, .
25: Cc1ccc(N(CC(=O)NC2CCCCC2)C(=O)CNC(=O)c2ccco2)cc1C
 : 0.6, -1, 0, -2.8, 19, -1.5, 9, 1.0, 12, -3, -19
26: CC(=O)c1cc(C#N)c(SCc2ccc([N+](=O)[O-])cc2)nc1C
 : -0.1, -5, -2, -2.2, -11, -0.3, 1, 4.0, -4, -3, 51
27: COc1ccc(C(=O)NC2CC2)cc1OC1CCN(C(C)CSC)CC1 (stereo not drawn)
 : 1.2, -8, 16, -1.7, -10, -4.1, 21, 2.2, 4, -7, -8
28: Cc1ccc(C2=Nc3ccccc3N=C(C(Cl)Cl)C2)cc1
 : -0.2, -5, 21, 0.3, 35, -2.1, 10, 3.0, -6, 9, .
29: Cc1[nH]c2ccccc2c1C=NNC(=O)c1cc(-c2cccnc2)nc2ccccc12
 : 2.2, -6, 2, -1.9, 5, -3.2, 13, 5.2, 0, -8, 25
30: Cc1ccc(NC(=O)c2ccc3[nH]c(=O)c(=O)[nH]c3c2)nc1
 : 0.4, -10, -16, -1.3, 3, -4.2, 21, 0.1, 1, 3, 14
31: Cc1nn(CC(=O)N2CC(=O)Nc3ccccc32)c(C)c1[N+](=O)[O-]
 : -0.9, -1, -1, -0.5, 18, -2.7, 15, 3.4, -3, -16, -5
32: COc1cc(OC)c(C2SCCN2S(=O)(=O)c2ccc(F)cc2)cc1OC (stereo not drawn)
 : -3.8, 0, -36, -2.5, -13, -0.7, 4, 1.3, 4, 9, 8
33: COc1ccc(CNC(=O)COC(=O)c2ccc(Br)cc2)cc1
 : -0.4, -4, -5, -1.4, 12, 0.3, -2, 0.6, -2, -8, .
34: COC(=O)c1cc2occc2n1CC(=O)Nc1cc(OC)cc(OC)c1
 : 0.1, 8, 2, -2.0, 7, -2.4, 14, 0.3, -14, 11, -20
35: CCS(=O)(=O)N1Cc2ccccc2CC1C(=O)Nc1ccc(F)c(F)c1 (stereo not drawn)
 : 1.2, -13, 4, -0.4, -12, -1.9, 12, 0.9, -7, 4, -9
36: O=C(NC1CCCC1)C(c1cccs1)N(CC1CCCO1)C(=O)Cc1cccs1 (stereo not drawn)
 : 1.4, -8, 13, -3.4, -2, -3.5, 14, 1.9, -1, -5, 27
37: Cc1nc2ccc([N+](=O)[O-])cc2c(=O)n1Cc1ccccc1Br
 : 0.0, 1, -19, -0.9, -12, 3.1, -16, 2.5, 2, 2, -7
38: CCCN(CC(=O)Nc1ccc(Cl)cc1Cl)C(=O)/C=C/c1ccco1
 : 2.6, -7, 29, -1.2, -12, 0.1, 0, 3.6, 4, -1, 6
39: CCOc1cccc(=O)c2c(C)oc(C)c12
 : 3.2, -2, 8, 2.4, 6, 0.1, -1, 0.2, -1, 7, -1
40: O=C(CCN1C(=O)c2ccccc2C1=O)Nc1cccc(S(=O)(=O)N2CCCCC2)c1
 : 0.2, 0, 3, -0.8, 30, -1.6, 7, 0.6, -1, -11, -22
41: Cn1c(Cn2cnc3ccccc32)nc2ccccc21
 : 1.1, -6, -7, -2.2, -8, 1.9, -11, 4.3, -14, 2, 0
42: S=C(NCCCc1ccccc1)NCc1ccccc1
 : ., 6, -4, ., -1, -1.2, 7, 0.6, -8, 9, 12
43: O=C(CSc1nc2ccc(NC(=O)C3CCCCC3)cc2s1)NCC1CCCO1 (stereo not drawn)
 : 4.3, -7, 2, 3.6, -22, -0.9, 5, -0.7, -3, 2, 96
44: Cc1ccc(N=Cc2c(O)c3ccccc3oc2=O)cc1F
 : 3.1, 3, -15, -1.2, -8, -0.4, 2, 0.2, 4, 2, -34
45: O=C(/C=C/c1ccc(Cl)c(Cl)c1)NCCCn1ccnc1
 : -0.2, -6, 19, 1.3, -2, -3.4, 16, -1.1, -5, -1, 7
46: C[C@@H](NC(=O)CN1C(=O)c2ccccc2S1(=O)=O)c1ccccc1
 : 2.4, -9, -14, 1.4, 9, -1.7, 9, 0.5, -6, -7, 5
47: Cc1ccc2nc(Cl)nc(-c3ccccc3)c2c1
 : 0.3, -1, 5, -1.9, ., 1.8, -9, 4.1, 1, -2, 16
48: COc1cccc(NC(=O)N2C3CCCC2CC(NC(=O)C(C)(C)C)C3)c1 (stereo not drawn)
 : -0.5, -10, -22, -0.5, -18, -1.4, 7, 1.3, 2, 2, 2
49: COc1ccccc1NC(=O)Cn1nnc(C(=O)NCc2cccs2)c1N
 : 1.9, 9, -28, -2.9, 5, -3.3, 17, -0.5, -9, -2, -10
50: Cc1ccc(C)c(OCC(=O)Nc2nc3ccc([N+](=O)[O-])cc3s2)c1
 : 3.7, -12, 15, 1.6, 35, -1.4, 7, 0.6, -2, -2, 298
51: Cc1noc(C)c1C(=O)N1CCc2ccccc21
 : 1.9, -2, -13, 1.4, ., -1.7, 9, 2.7, -14, -1, 3
52: CCCCCCNS(=O)(=O)c1ccccc1Br
 : 3.8, -12, -9, 2.9, 8, 1.8, -10, 4.6, -10, 14, 2

Assay outcomes as filed in PubChem BioAssay.
